HTT ATP protect = Huntington cell model cytoprotection by ATP luminescence | PC12 HTT-Q103 induced, cytoprotection, ATP luminescence, 40 h | Potency, µM (doses to about 56.4 µM), for inactives: cytoprotection (ATP increase), usual class: activators | hit rate 0.14% among 230,000 | AID 1471;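 further: % of control where 0% means no effect; nearly all actives have a fitted effect of over 45% in size; toxic huntingtin expression switched on by the ecdysone agonist tebufenozide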
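Huntington model: PC12 line, ecdysone-inducible HTTQ103 exon1–GFP, tebufenozide 100 nM. Test articles in a dose series. Endpoint luminescence from cellular ATP.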
RECQ1 inh = blocks DNA unwinding by human RECQ1; RECQ1 DNA unwinding, red fluorescence kinetic read; Potency, µM (titrated, usually from 57.3 µM), for inactives: top-dose activity, negative = inhibition, hits mostly inhibitors; hit rate 0.54% among 240,000; AID 2549;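 further: plate controls were vehicle for no effect and no enzyme for full effect; nearly all actives have a fitted effect of over 30% in size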
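RECQ1T1 50 nM; forked duplex (20 bp + 30-nt ss tails) 200 nM, ATP 2 mM final; pH 8.0, 2 mM MgCl2, 2.5 ug/ml poly(dI-dC); 15 min compound preincubation; discontinuous kinetic read over 2 h at RT.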
TRb SRC2 PPI = inhibitors of human thyroid hormone receptor beta-SRC2 interaction. AID 1469. Potency, µM (doses to about 106 µM), without a hit: at the top dose activity change, negative = inhibition, most hits filed as inhibitors. P10828. TRbeta-SRC2 peptide binding, fluorescence polarization; receptor liganded with 1 µM T3. hit rate 0.065% among 280,000;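 further: plate controls were bound peptide for no effect and peptide without receptor for full effect; nearly all actives have a fitted effect of over 50% in size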
Target sequence (P10828 whole entry, looked up): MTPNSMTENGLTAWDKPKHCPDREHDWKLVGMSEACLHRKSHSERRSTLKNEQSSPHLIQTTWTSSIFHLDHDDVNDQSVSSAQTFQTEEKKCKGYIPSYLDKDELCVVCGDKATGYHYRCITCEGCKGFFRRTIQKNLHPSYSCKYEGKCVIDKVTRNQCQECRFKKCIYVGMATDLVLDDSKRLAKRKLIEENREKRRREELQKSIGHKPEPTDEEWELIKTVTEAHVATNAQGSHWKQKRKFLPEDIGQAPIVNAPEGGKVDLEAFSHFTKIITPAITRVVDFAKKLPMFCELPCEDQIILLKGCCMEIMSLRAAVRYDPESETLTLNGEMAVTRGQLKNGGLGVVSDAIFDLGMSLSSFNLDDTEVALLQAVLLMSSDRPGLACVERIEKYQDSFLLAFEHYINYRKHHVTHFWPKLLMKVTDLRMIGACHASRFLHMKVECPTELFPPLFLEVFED
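Compounds were added to 0.6 uM TRb ligand-binding domain and 20 nM Texas Red-labeled SRC2 peptide in Tris buffer containing 1 uM T3, incubated 5 hr at ambient temperature, then read by fluorescence polarization.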
Tau FP inhib = blocks human tau fibril formation measured by polarization; P10636; K18 P301L tau heparin fibrillization, Alexa594 FP, 6 h; Potency, µM (highest dose often 57.7 µM), without a hit: top-dose activity, negative = inhibition, actives largely listed as inhibitors; hit rate 0.39% among 280,000; AID 1468; further: on the % scale 0 is the no-effect control and ±100 the full control effect; nearly all actives have a fitted effect of over 55% in size
Target sequence (P10636 561-689 P618L limits assumed): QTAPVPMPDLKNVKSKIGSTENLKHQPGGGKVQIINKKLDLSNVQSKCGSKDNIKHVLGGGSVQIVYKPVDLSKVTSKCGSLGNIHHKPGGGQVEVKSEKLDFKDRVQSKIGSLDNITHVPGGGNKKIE
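Steps: dispense K18 P301L tau (15 uM plus 0.24 uM Alexa 594 tracer, final) in pH 7 sodium acetate; add compound; add heparin (20 uM final); incubate 6 hr, 37 C; add ThT (30 uM final); after 1 hr ambient, read FP.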
L3MBTL1 inh = inhibitors of human L3MBTL1; Q9Y468; Potency, µM (highest dose often 57.1 µM), for the others: at the highest dose activity, negative = inhibition, usual class: inhibitors; hit rate 0.66% among 230,000; AlphaScreen L3MBTL1–H3K9me1 peptide binding; further: on the % scale 0 is the no-effect control and ±100 the full control effect; nearly all actives have a fitted effect of over 60% in size
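L3MBTL1 50 nM + b-AHA-H3(1-15)K9me1 75 nM, 30 min RT; compound added, 30 min RT; streptavidin donor/Ni-chelate acceptor beads 10 ug/mL each final, 30 min RT dark; AlphaScreen read.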
Tau fibril ThT = tau fibrillization inhibition (ThT binding). P10636. recombinant tau K18 P301L, heparin-induced fibrillization, ThT fluorescence. Potency, µM (top dose mostly 57.4 µM), without a hit: top-dose activity, negative = inhibition, actives largely listed as inhibitors. hit rate 2.1% among 270,000. AID 1460; further: on the % scale 0 is the no-effect control and ±100 the full control effect; nearly all actives have a fitted effect of over 55% in size
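Heparin-induced (20 uM) aggregation of recombinant human K18 P301L tau, 15 uM unlabeled with 0.24 uM labeled, pH 7 acetate buffer, 6 hr at 37 C with compound. Fibrils quantified by 30 uM ThT fluorescence after 1 hr ambient incubation.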
Tau fluor cs = counter-screen for tau fibril formation inhibitors; tau K18 P301L Alexa594 fluorescence, heparin fibrillization; Potency, µM (doses to about 57.7 µM), without a hit: at the highest dose activity change, negative = decrease; hit rate 0.93% among 280,000; further: on the % scale 0 is the no-effect control and ±100 the full control effect; nearly all actives have a fitted effect of over 55% in size
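Human tau K18 P301L (15 uM unlabeled, 0.24 uM Alexa 594-labeled) in 100 mM sodium acetate pH 7 with 20 uM heparin, 6 hr at 37 C. ThT 30 uM added, 1 hr ambient; Alexa 594 FP and total fluorescence read at 555/632 nm.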
TR SRC2 fluor cs = counter-screen for TRb-SRC2 inhibitors: fluorescence interference. TRb/SRC2 Texas Red total fluorescence interference. Potency, µM (titrated, usually from 106 µM), for the others: top-dose fluorescence change, negative = quenching. hit rate 0.29% among 280,000. AID 1479; active means well fitted curve in either direction with a large enough effect; inconclusive means small, poorly fitted or top-dose-only effect; further: on the % scale 0 is the no-effect control and ±100 the full control effect
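Flags fluorescent or light-absorbing compounds by total fluorescence, S + 2P, at 555 nm excitation and 632 nm emission. Mixture: 20 nM Texas Red SRC2 peptide, 0.6 uM human TRb LBD, 1 uM T3, 5% DMSO; compound exposure 5 h at ambient temperature.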
* = called active by the depositor; i = inactive; ? = inconclusive; · = no result given; & = joins results of further samples; [ ] = dose if it differs, or a comment. Unless noted, the call rests on the fitted dose curve; in most records, active means well fitted curve in the direction sought with a large enough effect; inconclusive means small, poorly fitted or top-dose-only effect, or another doubt; inactive means no such curve, though single readings can be large; an effect the other way counts as inactive or inconclusive. Potency means the concentration at half of the fitted maximal effect. A portion of the library (hit frequency here may not be typical).

nr | smiles | HTT ATP protect | RECQ1 inh | TRb SRC2 PPI | Tau FP inhib | L3MBTL1 inh | Tau fibril ThT | Tau fluor cs | TR SRC2 fluor cs
1 | CC1CCCN(Cc2nc(Cc3ccccc3Cl)no2)C1 (configuration not stated) | 17%[10 µM] | -8% | -2% | 1% | 14% | -5% | -4% | -1%
2 | O=C(Cn1c(=O)oc2ccccc21)NCc1ccc(Cl)cc1 | · | · | 2% | -3% | · | -8% | -9% | -1%
3 | O=[N+]([O-])c1ccc(/C=N/NC(=S)Nc2ccc(Cl)cc2Cl)s1 | -18%[10 µM] | 17% | 4% | 6% | · | ? | ? | -3%
4 | Cc1ccc2oc(-c3ccc(C)c(NC(=O)/C=C/c4ccc(Cl)cc4)c3)nc2c1 | · | · | -3% | -16% | · | -3% | -6% | ?
5 | Cc1ncc(CN2CCCC(CCC(=O)NCc3ccccc3F)C2)s1 (configuration not stated) | 28%[10 µM] | i | 16% | -1% | 0% | 7% | 7% | 0%
6 | Cc1ccc(C)c2sc(N)nc12 | 4%[10 µM] | -6% | -3% | 9% | 0% | -10% | 0% | -6%
7 | CCCC(=O)Nc1ccc(C#Cc2ccccc2)cc1 | -34% | -5% | 5% | -4% | 14% | 2% | -9% | -7%
8 | Cc1cc(OCC(=O)Nc2sc3c(c2C#N)CCC(C)C3)ccc1Cl (configuration not stated) | · | · | 4% | -2% | · | ? | -5% | -1%
9 | COc1ccc(/C=C(\C#N)C(=O)OCC(=O)NC(C)c2ccccc2)cc1 (configuration not stated) | 21%[10 µM] | 1% | -8% | 3% | 6% | -1% | -1% | 0%
10 | O=C1CCCCC1C(O)c1ccc(Cl)cc1 (configuration not stated) | 10%[10 µM] | 1% | -11% | 0% | 5% | -10% | -7% | 0%
11 | CC(=O)c1ccc(NC(=S)NCCc2cccc(Cl)c2)cc1 | -205%[inhibitor] | 21% | 5% | 25µM* | -9% | 3% | ? | 0%
12 | CCOC(=O)CCc1nc2ccccc2[nH]1 | -14% | -8% | 1% | ? | 1% | -2% | 1% | -3%
13 | Cc1ccccc1C(=O)NNC(=O)CSc1nnc(C)n1-c1ccccc1 | 8%[10 µM] | -2% | 2% | 3% | 10% | -7% | -7% | -1%
14 | CCOC(=O)C(C(=O)OCC)C(CC(=O)C1CC1)c1ccccc1 (configuration not stated) | -24% | 8% | -1% | -5% | 7% | -6% | -12% | 3%
15 | Cc1nc2c(C(=O)NCc3ccccc3)cnn2c(C)c1Cc1ccc(F)cc1 | · | · | -3% | 6% | · | -14% | -13% | -1%
16 | C=CCc1cc(OC)ccc1OCCN(C)Cc1ccccc1 | -42%[inhibitor] | 18% | 2% | 5% | -15% | -1% | -6% | -2%
17 | Cc1ccc(C)c(N2CCN(CC(=O)Nc3ccc([N+](=O)[O-])cc3C(=O)Nc3ccccc3F)CC2)c1 | -46%[inhibitor] | -5% | -2% | ? | -6% | -21% | ? | -1%
18 | CC(=O)c1oc2ccccc2c1N | -3% | 5% | 4% | -7% | -2% | -11% | -7% | 1%
19 | O=c1[nH]c2ccc(NC(=S)Nc3ccccc3Cl)cc2[nH]1 | 6% | 4% | -9% | 5% | · | ? | -6% | -3%
20 | CC(C)NC1CS(=O)(=O)CC1O (configuration not stated) | -14% | -11% | -6% | -3% | · | -2% | -1% | -1%
21 | CCN(CC)c1ccc2cc(/C(N)=N/NC(=O)c3cccs3)c(=O)oc2c1 | -18%[10 µM] | 6% | 0% | -7% | · | 0.79µM* | -4% | -3%
22 | Cn1cc(CC(=O)NC2CCCCC2)c2ccccc21 | -35%[inhibitor] | -4% | -9% | 6% | · | -8% | -1% | -2%
23 | Cc1ccc(-c2cc(N)n(-c3ccc(C)cc3)n2)cc1 | -16% | -8% | 6%&-2% | 6%&17% | -11% | ? | ? | 3%&0%
24 | COc1cc(CNc2cc(C)ccc2C)cc(OC)c1OC | 4%[10 µM] | -8% | -22% | 6% | -2% | -11% | -22% | -1%

Overlap with the part before: two entries, followed by the next part.
nr | smiles | HTT ATP protect | RECQ1 inh | TRb SRC2 PPI | Tau FP inhib | L3MBTL1 inh | Tau fibril ThT | Tau fluor cs | TR SRC2 fluor cs
23 | Cc1ccc(-c2cc(N)n(-c3ccc(C)cc3)n2)cc1 | -16% | -8% | 6%&-2% | 6%&17% | -11% | ? | ? | 3%&0%
24 | COc1cc(CNc2cc(C)ccc2C)cc(OC)c1OC | 4%[10 µM] | -8% | -22% | 6% | -2% | -11% | -22% | -1%
25 | O=C(NCCN1CCc2ccccc2C1)Nc1ccc(F)cc1 | -2%[10 µM] | -4% | -13% | -6% | 2% | -13% | -7% | 0%
26 | COC(=O)c1cc(COc2ccc3oc(C)c(C(=O)OC(C)C)c3c2)c(C)o1 | -20% | -6% | 8% | -6% | · | ? | -17% | 2%
27 | O=C(O)c1ccccc1C1Nc2ccccc2C(=O)N1CCCN1CCOCC1 (configuration not stated) | -7%[10 µM] | -6% | -8% | 3% | -1% | -10% | -12% | 0%
28 | CN(C(=O)c1ccc2c(c1)N(Cc1ccccc1F)C(=O)c1ccccc1S2)C1CCCCC1 | · | · | -3% | -7% | · | -17% | 2% | -1%
29 | Cc1ccc(NC(=O)CCNS(=O)(=O)c2ccc3c(c2)c(=O)n(C)c(=O)n3C)cc1C | -43% | 8% | -8% | 3% | · | -9% | -7% | -1%
30 | O=C(C(=O)N1CCCC1CO)N1CCCC1CO (configuration not stated) | -16%[10 µM] | i | -6%[53 µM] | 10% | 52%[activator] | 3% | 0% | 0%[53 µM]
31 | Cc1cccc(N=Cc2[nH]c3ccc(Br)c(Cl)c3c2O)c1 | 22%[10 µM] | 2% | 4% | 2% | -11% | ? | -23% | 3%
32 | COc1cc(NC(=O)c2cc3c(C)nc4ccccc4c3o2)cc(OC)c1OC | -4% | -10% | -5% | 7% | · | ? | ? | -9%
33 | O=C(Cn1cnc2c(nnn2-c2ccc(F)cc2)c1=O)NCc1ccco1 | -1%[10 µM] | -12% | -7% | -4% | -24% | -5% | 0% | -1%
34 | COc1cc(-c2nnc(SCC(=O)NC(C)C)o2)cc(OC)c1OC | · | · | 0% | 6% | · | -5% | -2% | 0%
35 | CCN(CC)c1ccc(NC(=O)Cn2c(C(C)NC(=O)c3ccccc3)nc3ccccc32)cc1 (configuration not stated) | -23%[10 µM] | -2% | -2% | 10% | -10% | -9% | -13% | 0%
36 | COc1ccc(C(c2sc3nc(C)nn3c2O)N2CCC(C(N)=O)CC2)cc1OC (configuration not stated) | -8% | -2% | -11% | 3% | 2% | 5% | 5% | -2%
37 | O=C(NCCc1ccccn1)c1cc(-c2ccc(Cl)c(Cl)c2Cl)nc2ccccc12 | -29%[10 µM] | -9% | 0% | -4% | -3% | -14% | -17% | -1%
38 | CCCCN(CCCNC(=O)c1c(C)cc(=O)oc1C)c1ccccc1 | 11%[10 µM] | -1% | -17% | -1% | -30% | ? | -19% | -3%
39 | O=Nc1c(O)n(Cc2ccc(Cl)cc2Cl)c2ccccc12 | -12% | -6% | -6% | -10% | -13% | ? | -23% | 2%
40 | CCOC(=O)Cn1nnc(-c2ccccc2)n1 | -16%[10 µM] | -1% | -3% | 4% | 18% | 1% | 3% | 1%
41 | Cc1cc(C)cc(OCCCn2c(CCNC(=O)C3CCCCC3)nc3ccccc32)c1 | · | · | -4% | -1% | · | ? | -16% | -2%
42 | C=CCOc1ccc(C=Nc2ccc(C)c(Cl)c2)c(O)c1 | -7%[10 µM] | -1% | -6% | 7% | 5% | -19% | -4% | 0%
43 | COc1ccccc1-c1nnc(SC(C(=O)c2c[nH]c3ccccc23)c2ccccc2)n1C (configuration not stated) | 4.5µM* | -14% | 0% | ? | -11% | 0% | ? | -3%
44 | Cc1ccc2c(c1)NC(=O)C(CC(=O)NCc1ccc(F)cc1)O2 (configuration not stated) | -6% | -2% | 10% | -3% | · | -10% | -7% | 2%
45 | COC(=O)c1cnc(NNS(=O)(=O)c2ccc(Cl)cc2)nc1C(F)(F)F | -9%[10 µM] | -16% | -2% | 0% | -1% | -8% | -7% | -3%
46 | Cc1cc(Oc2ccc([N+](=O)[O-])cc2)nc(N2CCOCC2)n1 | -10%[10 µM] | -7% | -2% | 4% | 5% | -10% | -9% | 1%
47 | CCOC(=O)N/N=C/c1c[nH]c2ccccc12 | -31%[inhibitor] | -8% | 3% | 7% | -4% | -17% | -11% | -1%
48 | CC(C)NC(=O)c1ccccc1NC(=O)Cc1ccc([N+](=O)[O-])cc1 | 10%[10 µM] | i | -2% | 6% | 2% | -13% | -11% | 0%
49 | CC(C)c1ccc(CN2CCC(C(=O)NCc3cccnc3)CC2)cc1 | -27% | i | -4% | -2% | · | -15% | -7% | 2%
50 | O=C(CSCc1ccc([N+](=O)[O-])cc1)NN=C1CCCCCC1 | -22%[10 µM] | 0% | 11% | -2% | 14%[11.4 µM] | 6% | 3% | -4%
51 | O=C(NCCCN1CCOCC1)c1cc2cc(Br)ccc2oc1=O | -22% | -5% | 3% | 4% | -9% | -11% | -11% | 0%
52 | Cc1ccc(N2C(=O)c3ccc(C(=O)N4CCOCC4)cc3C2=O)cc1C | 2%[10 µM] | i | -7% | 7% | 2% | -12% | -2% | -1%
53 | Cc1cccc(N2CCN(C(=O)C3CCN(S(=O)(=O)Cc4ccccc4)CC3)CC2)c1C | · | · | -8% | -11% | · | 1% | -2% | 0%
54 | CCCCN(c1ccccc1)S(=O)(=O)c1ccc2c(c1)CC(C)N2C(=O)C1CC1 (configuration not stated) | · | · | 3% | 4% | · | -4% | -4% | 1%
55 | Cc1ccccc1OCCNc1ccc(C(F)(F)F)cc1[N+](=O)[O-] | -14% | -9% | 2% | -6% | -25% | ? | ? | 0%
56 | CN(C)c1ccc(NC(=O)c2ccc([N+](=O)[O-])cc2Cl)cc1 | · | 8% | -7% | ? | -5% | ? | -11% | -1%
57 | CCc1cccc(CC)c1NC(=S)/C(=C(\[O-])c1ccc(Cl)s1)[n+]1ccccc1 | -13%[10 µM] | i | 11% | 0% | -10% | ? | -21% | 0%

Source: PubChem BioAssay (National Center for Advancing Translational Sciences (NCATS))
